HKDC1 inh: inhibitors of human hexokinase HKDC1 | 340,000 tested, 0.16% active | inhibition, % at 20 µM | recombinant HKDC1, G6PDH/diaphorase resazurin coupled fluorescence;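 active = inhibition above about 35% when tested at 20 µM, limit read from the data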;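 also: plate controls were DMSO wells with enzyme for no effect and DMSO wells lacking enzyme for full effect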
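Assay system – recombinant HKDC1 (HK5) hexokinase enzyme, produced in-house · Input – HKDC1 at 5 µg/mL · Reagent – glucose plus 1 mM ATP as hexokinase substrates · Timing – 90 min reaction incubation at room temperature, dark · Measured by – G6PDH/diaphorase-coupled fluorescence, 1 mM NADP, 100 µM resazurin, 525/613 nm · Benchmarks – DMSO-enzyme wells negative, buffer-substituted wells positive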
UBC13 inh: inhibitors of human UBC13 polyubiquitin chain formation; P61088; inhibition, % at 20 µM; 330,000 tested, 0.47% active; AID 485273; TR-FRET; in the data active = inhibition above about 45%, passing the limit was not always enough
Target sequence (P61088 whole entry, looked up): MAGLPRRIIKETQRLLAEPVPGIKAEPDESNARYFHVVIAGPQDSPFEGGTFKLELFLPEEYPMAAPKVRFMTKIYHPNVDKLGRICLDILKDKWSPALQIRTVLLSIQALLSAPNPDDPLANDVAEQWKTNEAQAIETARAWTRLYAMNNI
SENP1 inh: SENP1 (human) catalytic domain inhibition | recombinant SENP1 catalytic domain, CyPet-SUMO1-YPet FRET cleavage | inhibition, % at 10 µM | 360,000 tested, 0.21% active;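 active = inhibition at least 30% at 10 µM, raw YFP signal under a set limit, fluorescence ratio 0.5 to 1.5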;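 also: 0% = enzyme with DMSO and 100% = no enzyme wells; some results filed as inactive read as strong as hits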
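Compound: 10 µM single point, 0.5% DMSO; Test system: hSENP1 catalytic domain, recombinant; Timing: 50 min reaction at room temperature; Technique: FRET, CFP and YFP emission; Control set: no-enzyme wells low, DMSO-plus-enzyme wells high control.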
beta cell repl: inducers of beta-cell replication in MIN6 cells; MIN6 cells proliferation, ATPlite luminescence, 48 h; cells starved in 0.2% serum; 100% = growth in 10% serum; proliferation, % at 10 µM; 330,000 tested, 0.29% active; AID 2380;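 active = compounds whose signal lies at least 3.5 SD above the mean of all wells on their plate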;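 also: 0% = DMSO-treated cells in low-serum medium and 100% = 10% serum control; some compounds called inactive have numbers as strong as hits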
SENP6 block: blocks the human protease SENP6. Recombinant SENP6 catalytic domain, aminoluciferin luminescence. 330,000 tested, 1.8% active. Q9GZR1. inhibition, % at 10 µM;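 active = inhibition above about 50% at the single tested dose, limit read from the data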;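 also: plate controls were DMSO wells with enzyme for no effect and DMSO wells lacking enzyme for full effect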
Target sequence (Q9GZR1 628-1112 limits assumed): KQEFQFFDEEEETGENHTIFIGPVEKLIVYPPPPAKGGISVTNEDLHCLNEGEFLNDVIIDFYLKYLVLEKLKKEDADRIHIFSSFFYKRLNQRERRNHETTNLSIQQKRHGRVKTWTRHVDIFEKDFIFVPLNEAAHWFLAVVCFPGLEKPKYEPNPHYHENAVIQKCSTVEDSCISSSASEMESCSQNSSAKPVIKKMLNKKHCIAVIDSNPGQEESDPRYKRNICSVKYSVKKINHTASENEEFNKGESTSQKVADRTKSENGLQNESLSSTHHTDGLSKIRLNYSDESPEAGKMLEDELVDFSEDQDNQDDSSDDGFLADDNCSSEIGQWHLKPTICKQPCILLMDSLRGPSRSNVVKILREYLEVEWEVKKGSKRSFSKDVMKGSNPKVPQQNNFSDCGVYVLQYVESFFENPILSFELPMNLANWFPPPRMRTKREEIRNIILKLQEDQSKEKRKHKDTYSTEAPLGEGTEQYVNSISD
SENP8 block-1: SENP8 protease inhibition; purified SENP8, Z-RLRGG-aminoluciferin cleavage, luminescence; AID 2540; 330,000 tested, 1.2% active; inhibition, % at 10 µM; in the data active = inhibition above about 50%
Target sequence (Q96LD8 whole entry, looked up): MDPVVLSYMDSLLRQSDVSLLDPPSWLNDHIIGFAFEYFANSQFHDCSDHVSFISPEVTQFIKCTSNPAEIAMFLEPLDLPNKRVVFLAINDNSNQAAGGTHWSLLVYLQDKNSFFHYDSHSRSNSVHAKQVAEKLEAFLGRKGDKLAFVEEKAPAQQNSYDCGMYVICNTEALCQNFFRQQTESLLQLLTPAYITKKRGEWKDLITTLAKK
PfG6PD inh: PfG6PD (Plasmodium falciparum) enzyme inhibition; PfGluPho enzyme, NADPH resazurin-diaphorase fluorescence; inhibition, % at 20 µM; 350,000 tested, 0.78% active;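 active = inhibition reaching at least a set limit at 20 µM in the primary screen, cut at about 59% in these data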;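 also: 0% = DMSO wells with substrate and 100% = DMSO wells lacking glucose-6-phosphate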
SENP8 block-2: inhibitors of human SENP8 protease; AID 602440; recombinant SENP8, Nedd8 substrate fluorescence; Q96LD8; inhibition, % at 20 µM; 360,000 tested, 0.64% active; in the data active = inhibition mostly above about 40%, no sharp cut-off; inactive = mostly below about 27%
SENP7 inh: inhibitors of human SENP7 protease. recombinant SENP7, Z-RLRGG-aminoluciferin luminescence, 40 min. inhibition, % at 5 µM. Q9BQF6. 330,000 tested, 1.5% active;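 active = inhibition above about 50% at the single test dose, limit read from the data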;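 also: plate controls were DMSO with enzyme for no effect and no enzyme buffer wells for full effect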
* = called active by the depositor; i = inactive; · = no result given.

SMILES	HKDC1 inh	UBC13 inh	SENP1 inh	beta cell repl	SENP6 block	SENP8 block-1	PfG6PD inh	SENP8 block-2	SENP7 inh
FC(F)(F)c1cc(Sc2ccccc2)nc(-c2ccccn2)n1	2	13	2	3	4	9	-12	17	2
Oc1cccc(NC(=S)Nc2ccc(SC(F)F)cc2)c1	2	7	-2	-1	9	-4	8	18	4
NS(=O)(=O)c1ccc(-c2ccc(C=O)o2)cc1	-8	-13	-2	-2	-2	-1	-12	-160	-1
Cn1c(=O)c2c(nc(-n3ccnc3)n2C)n(C)c1=O	-4	8	-1	-3	-4	1	-7	16	-3
COc1cccc(NS(=O)(=O)c2cc3c(cc2C)N(C(C)=O)CCO3)c1	-3	2	-6	-4	14	8	13	2	5
O=C(Nc1ccc(OCC(F)(F)C(F)F)cc1)c1ccncc1	-5	-7	0	-1	-30	-14	2	11	-3
CCOc1ccc(Cl)cc1CNCCNCC(C)O (stereo not drawn)	-5	8	0	-4	-4	3	-4	9	3
C[C@H](NC(=O)c1nc[nH]c1C(=O)NCCCCCN)C(=O)OCc1ccccc1	-1	-6	1	0	-11	7	14	-54	-11
O=C(Nc1ccc(S(=O)(=O)Nc2ncccn2)cc1)C1=NN(c2ccccc2)C(=O)CC1	-3	-8	-4	0	-13	-8	-12	-139	6
CCN(CC)C(=O)CSc1nc2ccccc2c(=O)n1CCC(=O)NCc1ccc(F)cc1	-11	0	2	0	7	3	-9	14	5
CC1(C(=O)OCc2cc(=O)n3cc(Br)ccc3n2)CC1(Cl)Cl (stereo not drawn)	-2	-8	-1	-2	-11	-10	-1	-132	-3
CCO[C@H]1OC(C(=O)NC2CC2)=C[C@@H](c2ccc3c(c2)OCO3)[C@@H]1CCCO	-6	-2	0	-2	-15	-8	3	-2	-12
O=C(O)c1nc(-c2ccccc2)n(-c2ccc(Cl)cc2)n1	-2	-4	2	0	-9	4	-12	8	7
COCCNC(=O)NC(=O)CSc1nc(C)c(C)c(C)n1	-1	-12	1	-4	-5	11	6	9	3
CC(C)N1CCN(Cc2cccn2-c2ccccn2)CC1CCO (stereo not drawn)	-6	-1	-1	-1	2	11	-7	16	3
Clc1ccsc1-c1ccnc(-n2cccc2)n1	-7	15	-4	0	-30	-6	0	-30	4
CCn1c(CCCOc2ccc(Cl)cc2Cl)nnc1SCC(=O)Nc1cc(F)ccc1C	-3	32	2	0	-2	-6	1	1	-5
O=C(NCc1ccccc1)Nc1cccc2ccccc12	-6	-8	1	1	-16	-7	10	-56	-6
COCCn1c(Cc2ccccc2)nnc1SCC(=O)NC(C)C	-4	6	0	0	-12	-1	3	13	-6
CCCCN(C(=O)CSc1nnnn1C)c1c(N)n(Cc2ccccc2)c(=O)[nH]c1=O	1	-5	0	-1	6	3	-2	6	1
O=C(CN1C(=O)COc2ccccc21)N1CCc2ccccc2C1	-7	1	1	-2	-2	-4	13	32	1
Cc1ccc(C)c(NC(=S)N2CCC(NC(=O)c3ccccc3)CC2)c1	-1	-1	0	-2	-2	-4	8	15	4
O=S(=O)(c1cccc(S(=O)(=O)N2CCCC2)c1)c1cccc(S(=O)(=O)N2CCCC2)c1	-5	12	0	0	-5	3	-14	11	-9
CCOC(=O)c1ccc(S(=O)(=O)N2CCN(C/C=C/c3ccccc3)CC2)cc1	-2	7	1	-3	-35	-10	8	10	-1
O=C(CCCC1=NS(=O)(=O)c2ccccc2N1)N1CCN(c2ccc([N+](=O)[O-])cc2)CC1	4	1	-7	-3	5	-9	23	8	-4
SMILES	HKDC1 inh	UBC13 inh	SENP1 inh	beta cell repl	SENP6 block	SENP8 block-1	PfG6PD inh	SENP8 block-2	SENP7 inh
CC(OC(=O)Cn1cnc2ccccc2c1=O)C(=O)NCc1ccccc1 (stereo not drawn)	-4	8	0	0	-7	-10	8	-1	-6
CCc1ccccc1NC(=O)CCC(=O)c1cccs1	0	-3	-5	0	-11	-5	-1	-4	-7
O=S(=O)(Nc1ccon1)c1ccc(F)c(F)c1	0	-2	2	-1	-10	-1	-13	4	1
O=C(O)CC(NC(=O)Cc1ccc([N+](=O)[O-])cc1)c1ccc2c(c1)OCO2 (stereo not drawn)	-5	0	5	-1	7	-1	-18	13	-3
Cc1cccc(C(=O)N2CCN=C2SCc2ccc([N+](=O)[O-])cc2)c1	-6	-3	7	-1	-11	1	6	7	10
O=C(CCCn1c(=O)[nH]c2cc(Cl)ccc2c1=O)NCC1CCCO1 (stereo not drawn)	-6	7	1	-1	-24	0	-6	24	-7
COc1ccc(OCC(=O)N/N=c2\oc3c(OC)cccc3cc2C(N)=O)cc1	-9	15	-34	1	-11	-1	1	-136	9
Cc1ccc(NC(=O)c2cc(N3C(=O)CCC3=O)ccc2N2CCOCC2)cc1	12	-1	0	1	-14	3	-17	-9	1
CNC(=O)c1cc(C(=O)c2ccc(Cl)cc2)c(Br)[nH]1	3	6	-1	-2	24	4	-1	7	4
O=C(O)C1OCC2(CO1)COC(C(=O)O)OC2 (stereo not drawn)	-7	·	1	·	·	·	-11	2	·
C[C@H](NC(=O)c1nc[nH]c1C(=O)NC1CCNCC1)C(=O)OCc1ccccc1	·	14	·	4	-2	-2	·	·	6
Cc1cc(C)c2c(=O)[nH]c(SCC(=O)Nc3ccccc3)nc2n1	0	-1	1	0	-4	1	-4	-11	-4
CCC(=O)Nc1cccc(NC(=S)NC(=O)c2cccc(C)c2)c1	20	15	1	-2	26	7	3	14	10
CC1CCCC(C)N1/N=C/c1ccccc1Br (stereo not drawn)	1	-2	2	-1	-21	-14	-5	22	-3
CC(C)CCC1=NN(C(=O)c2ccco2)C(O)(C(F)(F)F)C1 (stereo not drawn)	2	11	6	2	0	4	6	18	3
NC(=O)c1cnccc1C=Cc1ccccc1	-10	·	-4	·	·	·	15	-356	·
CC(=O)Nc1ccc(S(=O)(=O)N2CCC(C(=O)NCc3ccncc3)CC2)cc1	5	0	0	-1	4	2	5	17	4
Cc1ccc(C(=O)N/C(=C\c2ccc([N+](=O)[O-])cc2)C(=O)NCCc2ccccc2)cc1	-14	-10	0	-3	-7	8	-14	4	5
CCN(CC(=O)Nc1c(F)cccc1F)C(=O)c1ccc2c(c1)S(=O)(=O)N=C1CCCCCN12	-3	-8	0	-4	-4	5	11	18	2
O=C(NCCN1CCOCC1)c1ccc(NC(=O)C2COc3ccccc3O2)cc1 (stereo not drawn)	-6	0	2	-1	-7	-1	1	8	2
CCCCn1c(N)c(N(CCOC)C(=O)CSc2nnc(-c3ccncc3)n2CCC)c(=O)[nH]c1=O	15	2	-4	4	-17	-12	2	-7	-6
Cc1ccc(C(=O)N/C(=C\c2cccnc2)c2nc3ccccc3[nH]2)cc1	-8	-9	3	-1	-17	-7	-4	-207	6
Cc1ccc(NC(=O)c2cc(S(=O)(=O)N3CCOCC3)ccc2F)c(C)c1	-2	-10	3	0	-16	-3	2	14	-7
Cc1onc(-c2c(F)cccc2Cl)c1C(=O)NCCc1ccncc1	-6	0	0	-3	-6	-12	-8	8	-9
CN(c1ccc(C(=O)Nc2ccc3c(c2)n(C)c(=O)n3C)cc1)S(C)(=O)=O	-2	2	-1	-4	11	5	6	22	10

Overlap with the part before: 5 compounds, followed by the next part.
SMILES	HKDC1 inh	UBC13 inh	SENP1 inh	beta cell repl	SENP6 block	SENP8 block-1	PfG6PD inh	SENP8 block-2	SENP7 inh
CCCCn1c(N)c(N(CCOC)C(=O)CSc2nnc(-c3ccncc3)n2CCC)c(=O)[nH]c1=O	15	2	-4	4	-17	-12	2	-7	-6
Cc1ccc(C(=O)N/C(=C\c2cccnc2)c2nc3ccccc3[nH]2)cc1	-8	-9	3	-1	-17	-7	-4	-207	6
Cc1ccc(NC(=O)c2cc(S(=O)(=O)N3CCOCC3)ccc2F)c(C)c1	-2	-10	3	0	-16	-3	2	14	-7
Cc1onc(-c2c(F)cccc2Cl)c1C(=O)NCCc1ccncc1	-6	0	0	-3	-6	-12	-8	8	-9
CN(c1ccc(C(=O)Nc2ccc3c(c2)n(C)c(=O)n3C)cc1)S(C)(=O)=O	-2	2	-1	-4	11	5	6	22	10
CC(C)[C@H](NC(N)=O)C(=O)NNC(=O)COc1cccc(C(F)(F)F)c1	-8	21	2	1	-26	-2	1	22	0
CCOC(=O)c1cnn2c(N)c(C#N)nnc12	2	1	0	-2	-16	-12	-14	-14	4
CCOC(=O)c1[nH]c(=O)c2ccccc2c1O	12	8	-3	0	42	10	-23	-320	18
Cc1cc(Cl)nc(-n2nc(C)cc2C)n1	-4	2	-1	-1	-11	1	-10	18	0
Cc1ccc(CSc2nnc(CC(=O)Nc3ccc(C)cc3)n2C)cc1	-6	-7	1	-4	4	5	13	10	12
COc1ccc(C(=O)N/N=C2\CCS(=O)(=O)c3ccc(F)cc32)cc1OC	-5	4	3	1	-13	-1	14	21	-7
Fc1ccc(C2c3[nH]c4ccccc4c3CCN2Cc2ccoc2)cc1 (stereo not drawn)	-7	10	-58	-3	-16	-2	14	-162	0
Cc1ccccc1CN1CCN(c2ccc(S(=O)(=O)N3CCCC3)cn2)CC1	6	-6	0	0	-2	-13	1	-8	-4
COC(=O)CCCn1c(C)cc(C(=O)CCl)c1C	0	14	0	-6	-1	-6	10	-4	7
CN(CC(=O)Nc1ccccc1Cl)C(=O)C1CSC2(C)CCC(=O)N12 (stereo not drawn)	-6	-12	0	4	-15	-8	-5	16	-6
Cc1cc(N2CCN(c3ccccc3F)CC2)nc2cc(O)ccc12	3	27	-72	0	-16	0	5	i	8
COc1ccc(CNC(=O)CCn2c(C)csc2=O)cc1	6	5	0	0	8	5	12	8	0
COc1ccc(OCC(=O)N2CCc3c([nH]c4ccccc34)C2c2ccccn2)cc1 (stereo not drawn)	-6	4	-22	0	-1	-2	0	-2	0
CCOC(=O)C(=O)Cc1nc(OCc2ccccc2)cc(OCc2ccccc2)n1	-3	·	-8	·	·	·	7	-65	·
O=C(COc1coc(CN2CCc3ccccc32)cc1=O)Nc1cccc(F)c1	-6	1	0	-2	2	15	-15	10	-8
Cc1ccc(S(=O)(=O)c2cn(C)c3cc(N4CCOCC4)c(F)cc3c2=O)cc1	-4	5	-4	-2	-9	6	-4	-368	4
O=C(CSc1nncs1)NC(=O)Nc1ccc2c(c1)OCCO2	-5	-9	1	-1	15	-8	3	17	-13
COCCCn1c(=O)/c(=C/c2ccccc2OC(F)F)s/c1=C(\C#N)C(=O)NCCOC	-6	·	-7	·	·	·	-5	-51	·
CCOc1ccc(N(CC(=O)Nc2ccc(OC)cc2)C2=NC3CS(=O)(=O)CC3S2)cc1 (stereo not drawn)	-9	-10	1	-1	-29	-7	10	21	-7
C=CCC(NCc1ccccc1)c1ccc(Cl)cc1 (stereo not drawn)	-1	4	5	0	12	-3	-4	10	3
Cc1ccc(C(=O)CN2/C(=C(\O)c3ccccc3)C(=O)c3ccccc3S2(=O)=O)c(C)c1	3	-3	4	-5	4	0	-15	23	11
CSc1ccccc1NC(=O)CN1CCN(Cc2ccccc2)CC1	·	-5	1	1	20	0	·	12	6
Cn1c(=O)c2c(nc(SCCCC#N)n2Cc2c(F)cccc2Cl)n(C)c1=O	-1	-10	3	0	-7	-13	27	24	7
CNc1ccccc1C(=O)OCC(=O)Nc1ccc2c(c1)OCO2	2	9	-8	0	-6	-8	32	i	-1

Bioassay records (PubChem BioAssay)
